KDM5B inhibitor: blocks human KDM5B histone demethylase activity | Potency, µM (top dose mostly 57.7 µM), without a hit: at the highest dose activity change, negative = inhibition, most hits filed as inhibitors | Q9UGL1 | 220,000 compounds, 2.6% hits | KDM5B demethylase, FDH-coupled NADH fluorescence (FDH is formaldehyde dehydrogenase); active = well fitted inhibition curve with a large enough effect; inconclusive = small, poorly fitted or top-dose-only effect; inactive = no such curve, though single readings can be large or run the other way; also: 0% is about no effect; nearly all actives have a fitted effect of over 70% in size
Target sequence (Q9UGL1 whole entry, looked up): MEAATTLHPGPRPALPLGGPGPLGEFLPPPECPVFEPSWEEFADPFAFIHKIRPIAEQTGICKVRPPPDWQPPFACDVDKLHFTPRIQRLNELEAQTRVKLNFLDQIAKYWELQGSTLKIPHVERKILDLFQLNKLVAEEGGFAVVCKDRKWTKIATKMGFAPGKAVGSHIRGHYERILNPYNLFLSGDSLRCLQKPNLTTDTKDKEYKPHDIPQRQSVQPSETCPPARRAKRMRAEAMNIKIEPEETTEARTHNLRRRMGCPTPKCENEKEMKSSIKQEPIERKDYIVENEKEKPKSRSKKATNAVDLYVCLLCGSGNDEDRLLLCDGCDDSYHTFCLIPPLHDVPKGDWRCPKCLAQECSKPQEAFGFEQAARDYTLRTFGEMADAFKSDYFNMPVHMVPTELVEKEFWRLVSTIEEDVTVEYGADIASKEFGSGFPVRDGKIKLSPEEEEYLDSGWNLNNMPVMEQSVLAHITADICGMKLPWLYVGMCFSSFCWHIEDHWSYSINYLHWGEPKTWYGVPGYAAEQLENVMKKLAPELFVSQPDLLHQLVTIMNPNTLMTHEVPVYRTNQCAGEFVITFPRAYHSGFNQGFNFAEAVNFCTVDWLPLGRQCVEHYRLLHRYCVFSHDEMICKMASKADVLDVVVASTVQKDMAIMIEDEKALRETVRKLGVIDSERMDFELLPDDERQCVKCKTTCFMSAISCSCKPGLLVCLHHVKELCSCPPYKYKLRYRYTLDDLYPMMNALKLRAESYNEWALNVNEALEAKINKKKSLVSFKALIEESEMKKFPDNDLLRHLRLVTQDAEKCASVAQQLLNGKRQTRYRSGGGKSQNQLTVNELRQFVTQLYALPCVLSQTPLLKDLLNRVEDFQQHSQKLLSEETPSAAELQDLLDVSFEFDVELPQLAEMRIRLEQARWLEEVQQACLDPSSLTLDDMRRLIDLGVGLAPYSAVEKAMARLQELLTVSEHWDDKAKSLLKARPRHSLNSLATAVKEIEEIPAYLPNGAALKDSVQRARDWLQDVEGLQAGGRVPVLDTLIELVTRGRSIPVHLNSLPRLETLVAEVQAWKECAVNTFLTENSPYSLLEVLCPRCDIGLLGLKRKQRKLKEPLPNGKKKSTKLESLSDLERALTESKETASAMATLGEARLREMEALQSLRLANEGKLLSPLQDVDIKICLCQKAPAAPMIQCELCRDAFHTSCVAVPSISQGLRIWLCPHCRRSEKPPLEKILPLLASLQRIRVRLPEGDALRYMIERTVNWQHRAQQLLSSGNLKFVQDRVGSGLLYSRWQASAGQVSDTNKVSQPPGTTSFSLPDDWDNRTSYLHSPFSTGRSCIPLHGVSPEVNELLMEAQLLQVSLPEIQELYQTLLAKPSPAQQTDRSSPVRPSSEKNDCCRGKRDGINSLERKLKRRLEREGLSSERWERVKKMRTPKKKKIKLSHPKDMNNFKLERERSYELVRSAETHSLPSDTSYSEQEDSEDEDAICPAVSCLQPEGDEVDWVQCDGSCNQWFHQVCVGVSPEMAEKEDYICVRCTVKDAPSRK
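KDM5BΔAP (200 nM final) in 50 mM HEPES pH 7.5, 0.01% Tween-20 was preincubated 10 min at RT with compound over a concentration range. Substrate mix (H3K4me3 12.5 µM, α-KG 25 µM, Fe²⁺, ascorbate, NAD⁺, FDH) was added, and NADH fluorescence change over 30 min gave dose-response curves.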
* hit, by the source's call; i = inactive; ? = inconclusive; & = joins results of further samples; [ ] = another dose, or the depositor's remark. Potency is read from the fitted curve at half-maximal effect.

SMILES	KDM5B inhibitor
O=C(Cn1ccn2nc(-c3ccccc3)c(CO)c2c1=O)NCCc1ccccc1	?
CCCCNCCCN1CCOCC1	-15%
Cc1ccc(C2Cn3nnc(C(=O)NCC4CC4)c3CO2)cc1 (stereo unspecified)	-5%
O=C(CC1N=C2c3ccccc3N=C(SCc3ccc(F)cc3)N2C1=O)NCc1ccc2c(c1)OCO2 (stereo unspecified)	?
O=C(NCc1ccccc1)C1CCN(S(=O)(=O)c2ccc(OC(F)(F)F)cc2)CC1	-2%
N#Cc1ccc(CN2CCC3(CC2)COCCN3C(=O)c2ccccc2)cc1	-21%[86.2 µM]
CCC(Oc1ccccc1F)C(=O)Nc1c(Cl)cccc1Cl (stereo unspecified)	-8%
CC1(C)CC2(CCO1)C(Nc1ccccc1)=NC(=S)N2CC(N)=O (stereo unspecified)	9%
O=C(O)CCC(NS(=O)(=O)c1ccc(Cl)cc1)C(=O)O (stereo unspecified)	26%
CCS(=O)(=O)N(C1CC1)C1CCOC2(CCN(C(=O)c3cccc(OC)c3)CC2)C1 (stereo unspecified)	-17%
CC(C)c1ccc(NC(=O)N2c3ccccc3Sc3ccccc32)cc1	-20%
C=C(C)CN1CCN(c2nc3c(c(=O)[nH]c(=O)n3C)n2Cc2ccc(C)cc2)CC1	12%
Cc1sc2ccn(C)c(=O)c2c1C(=O)NCc1ccc(F)cc1Cl	5%
CCc1ccc(CN(C(=O)c2cc(=O)c3ccc(C)cc3o2)C2CCS(=O)(=O)C2)cc1 (stereo unspecified)	-7%
CC(C)CCN1CC2(CCN(C(=O)CCC3NC(=O)NC3=O)CC2)OC1=O (stereo unspecified)	0%
CC(C)n1cnnc1CN1CCN(Cc2ccccn2)[C@@H]2CS(=O)(=O)C[C@@H]21	?
Cc1cc(C)c(S(=O)(=O)N2CC(c3nc(Cc4ccccc4)no3)C2)c(C)c1	?
Cc1oc(-c2cccc(Oc3ccccc3)c2)nc1CN1CCOC(CCN)C1 (stereo unspecified)	-13%
Cc1ccc(C(=O)N2CCc3[nH]nc(C(=O)NCCCc4ccccc4)c3C2)cc1	-2%
CN(C)/C=C/C=C1C(=O)CC(C)(C)CC1=O	19%
CCC1c2nccn2CCCN1C(=O)c1ccc(Cn2cncn2)o1 (stereo unspecified)	-4%
Cc1nn(-c2ccccc2)c(Oc2ccccc2F)c1CCC(=O)NCC1CC1	-5%
Cc1cc(C)c2c(=O)cc(C(=O)Nc3ccc(C)c(Cl)c3)oc2c1	-13%[11.5 µM]
O=C(NCC1CC1)c1nc2c(o1)CCN(Cc1cccc(F)c1)CC2	-31%[86.2 µM]
CC1CCCC(NC(=O)c2ccc3c(c2)CCC3)C1C (stereo unspecified)	26%
O=C(NC1CCCCC1)c1nc[nH]c1C(=O)NCC1CC1	-5%
COc1ccc2oc(=O)c(-c3csc(Nc4ccc(C)cc4)n3)cc2c1	-10%
Cc1ccc(C2Cn3nnc(-c4nc(-c5ccccc5)no4)c3CO2)c(C)c1 (stereo unspecified)	-3%
CCCCC(=O)Nc1cc(-c2cn3cccnc3n2)ccc1C	?
COc1ccccc1-c1nc(C#N)c(NCc2ccc(F)cc2)o1	?
C=CCOc1cccc(NC(=O)c2cccc(OCC)c2)c1	1%
O=C(NC1CCCCC1)N1CCCC(CN2CCCC2)CC1 (stereo unspecified)	-11%
O=C(Cc1ccc(F)cc1)N1CCC(n2cc(-c3nc(-c4ccccc4)no3)nn2)C1 (stereo unspecified)	-7%
COC(=O)CSc1nc(-c2ccc(F)cc2)cc(C(F)(F)F)n1	-42%
Cc1cc(C)n(CC(=O)Nc2ccc(F)c(F)c2)c(=O)c1C#N	-20%
CC(Sc1ncnc2nc[nH]c12)c1ccccc1 (stereo unspecified)	16%
Cc1cc(=O)oc2c3c(ccc12)OCN(Cc1ccc(Cl)cc1)C3	i
CCOC(=O)C1(Cc2ccccc2F)CCCN(C(=O)c2coc3c2C(=O)CCC3)C1 (stereo unspecified)	28%
COC(=O)c1ccc(/C=N/OCc2ccc(C(=O)OC)cc2)cc1	-1%
Cc1ccc(C)c(N=Cc2ccccc2[N+](=O)[O-])c1	?
Cc1ccc(C(=O)/C=C/c2ccc3ccccc3c2)o1	?
C=CCN(CC(F)(F)F)C(=O)c1ccc(NC(=O)NC2CC2)cc1	-10%
Cc1ccc(-n2c(C)c(C)c3c2ncn2nc(-c4ccncc4)nc32)cc1	-12%
CC1=C(c2ccc(C)cc2)S(=O)(=O)NC1=NCCCN1CCN(c2cc(C)ccc2C)CC1	-24%
CCc1ccc(N2CC(C)Cn3c2nc2c3c(=O)[nH]c(=O)n2C)cc1 (stereo unspecified)	-9%
CCCN1CCc2nc(N3CCN(c4ncccn4)CC3)ncc2C1	?
CC(C)n1nc(C2CCOC2)nc1-c1n[nH]c2ccccc12 (stereo unspecified)	-19%
CC1(CCCCN2CCOCC2)COc2ccc(C(=O)NCc3ccc(F)cc3)cc2N1 (stereo unspecified)	28µM*
Cc1ccc(-n2nc3c(N4CCC(C(=O)NCCC(C)C)CC4)nnc(C)c3c2C)cc1	?
COc1ccc(OC)c([C@@H]2C[C@H](NC(C)=O)C[C@H](Cc3ccccc3)O2)c1	5%
The listing continues.
SMILES	KDM5B inhibitor
CN1CCCC1CCNc1nccc(-c2cnn(-c3ccccc3F)c2)n1 (stereo unspecified)	28µM*
COCCN1CCNc2cc(-c3ccc(Oc4ccccc4)cc3)ncc2C1	?
Cc1c([C@@H]2C[C@H](NC(=O)c3ccccc3)C[C@H](C(C)(C)C)O2)cnn1C	-14%
CCOC(=O)C(CC)Sc1nnc2[nH]c(=O)cc(C)n12 (stereo unspecified)	-8%
O=C(OCC(=O)N1CCCC1=O)c1cc(=O)c2cc(Cl)ccc2o1	6%
CC(=O)NCc1cccs1	-3%
O=C(CSc1nc2ccccc2s1)Nc1ccc(F)cc1F	14%
Cn1ncc(N2CCOC(CCNc3cnc4ccccc4n3)C2)cc1=O (stereo unspecified)	32µM*
CS(=O)(=O)N(C[C@H]1O[C@@H](CC(=O)NC2CC2)[C@H](O)[C@@H]1O)C[C@H]1O[C@@H](CC(=O)NC2CC2)[C@H](O)[C@@H]1O	5%
COc1ccc(Cc2nc3nccc(-c4ccco4)n3n2)cc1	1%
COc1ccc(-c2ccc3ncn(Cc4ccccn4)c(=O)c3n2)cc1F	35µM*
CN1CCN(S(=O)(=O)c2cccc(C(=O)Nc3cccc4cccnc34)c2)CC1	11%
Cc1nc(-n2nc(C)c(Cc3ccc(Cl)cc3)c2C)sc1C(=O)N1CCCCC1C (stereo unspecified)	-37%
COc1ccc2oc(C(=O)OCC(=O)C34CC5CC(CC(C5)C3)C4)c(C)c2c1	13%
COC(=O)c1ccccc1NC(=O)c1cc2nc(-c3ccc(OC)cc3)cc(C(F)(F)F)n2n1	?
CC1CCN(C(=O)CSc2nnc(CNC(=O)c3c(F)cccc3F)o2)CC1	14%
Cc1ccc(N(C(=O)CNC(=O)c2ccccc2)C2(C(=O)NC3CCCC3)CCCCC2)cc1	-6%
O=C(c1ccncc1)N1CCN(c2ccc(Cl)nn2)C(=O)C1	6%[149 µM]
c1cc2c(cc1C1CCCN1Cc1nnnn1C1CC1)OCCO2 (stereo unspecified)	14%
COc1ccc(-c2cc(-c3ccc4c(c3)C(=O)NC4)cn3cncc23)cc1	?

Ordered by the number under KDM5B inhibitor (falling): three of the compounds above
Molecule | KDM5B inhibitor
COc1ccc(-c2ccc3ncn(Cc4ccccn4)c(=O)c3n2)cc1F | 35µM*
Cn1ncc(N2CCOC(CCNc3cnc4ccccc4n3)C2)cc1=O (stereo unspecified) | 32µM*
CC1(CCCCN2CCOCC2)COc2ccc(C(=O)NCc3ccc(F)cc3)cc2N1 (stereo unspecified) | 28µM*

(list continues)
SMILES	KDM5B inhibitor
COC(=O)c1ccc(C2C=C(c3ccc(Cl)cc3)Nc3nc4ccccc4n32)cc1 (stereo unspecified)	-13%
CCOC(=O)C(NC(=O)c1ccc(OC)cc1)(Nc1ccccc1F)C(F)(F)F (stereo unspecified)	2%
COc1ccc(NC(=O)c2ncoc2-c2ccc(C)o2)cc1Cl	-9%
CSc1ccc(C)c(C(N)=O)c1	-15%
CCNc1c(NC(=O)Cc2ccc(F)cc2)c(=O)oc2ccccc12	-1%
CC(=O)c1ccc(OCCC(=O)OCc2ccc(C#N)cc2F)cc1	2%
CN(C(=O)Cc1cccc(Cl)c1)C1CCCc2ccccc21 (stereo unspecified)	2%[86.2 µM]
CSc1ccc(NC(=O)CCCc2nc(C(C)C)no2)cc1	12%
O=C(c1c(F)ccc(F)c1F)N1CCCC(c2nc(-c3ccncc3)ncc2-c2ccccc2)C1 (stereo unspecified)	-22%
COc1ccc(-c2nn(-c3cccc(F)c3)c3c2cnc2cc(OC)c(OC)cc23)cc1	?
Cn1cc(-c2cnc3[nH]cc(CC(=O)NCc4ccc5c(c4)OCO5)c3c2)cn1	-18%[86.2 µM]
COc1cc(NC(=O)CSc2ncc3c(n2)-c2ccc(Cl)cc2N(Cc2ccccc2)S3(=O)=O)cc(OC)c1	-24%
Cc1ccc(C(=O)N2CCN(Cc3ccc(F)cc3)CC2)cc1C	0%
COc1ccc(C(=O)N2CC(C(=O)NCCc3ccncc3)C3(CCOCC3)C2)cc1 (stereo unspecified)	-10%
CCOC(=O)c1c(C)[nH]c(C(=O)OC)c1C	5%
Cc1oc(-c2nc(C#N)c(NCC3CCCO3)o2)cc1S(=O)(=O)N1CCCC1 (stereo unspecified)	?
CC(=O)C1=C(c2ccc(F)cc2)N(C(C)=O)n2c(nnc2C2CCCCC2)S1	4%
Cc1cccc(CC(=O)NCC2Cn3cccc3C(=O)N2C)c1 (stereo unspecified)	17%
CC(C)c1noc(-c2cn(C3CCN(C(=O)c4cc5ccccc5[nH]4)C3)nn2)n1 (stereo unspecified)	?
COCC[C@]1(O)CCN(C(=O)Cc2coc3cc(C)c(Cl)cc23)C[C@H]1C	-21%
O=C(NCc1ccc(F)cc1)C1CCc2nnc(C3CCN(C(=O)c4ccc(Cl)cc4Cl)CC3)n21 (stereo unspecified)	6%[115 µM]
O=C(NCc1ccc2c(c1)CCN2C(=O)c1ccccc1)c1ccc(Br)o1	-20%
O=C(Cc1c[nH]c2ccccc12)NCC(=O)N1CCN(c2ccccc2)CC1	13%
CCc1ccc(CNC(=O)c2c3c(nc4ccccc24)C(=O)N(C2CCCCC2)C3)cc1	?
NC(=O)[C@H](Cc1cccs1)NC(=O)C1=C[C@@H](NC(=O)NC2CCCCC2)[C@@H](O)[C@H](O)C1	-8%
COc1ccc(-c2[nH]ncc2CNc2cc(C3CC(O)C3)nc(C)n2)cc1 (stereo unspecified)	5%
O=c1[nH]c(N2CCOCC2)nc2c1CCN(Cc1cc(Br)ccc1F)CC2	-15%
COc1ccc(N(Cc2cc(CN3CCOCC3)cs2)S(=O)(=O)c2ccccc2C)cc1	-11%
NC(N)=NC(N)=Nc1ccc(Cl)cc1Cl	-2%
O=C(Cn1cc(SCc2ccc(C(F)(F)F)cc2)c2ccccc21)N1CCOCC1	?

Pulled by compound from the list above, two records:
SMILES	KDM5B inhibitor
O=C(NCc1ccc2c(c1)CCN2C(=O)c1ccccc1)c1ccc(Br)o1	-20%
COc1ccc(N(Cc2cc(CN3CCOCC3)cs2)S(=O)(=O)c2ccccc2C)cc1	-11%

In the list so far, 6 contain a CF3 group:
SMILES	KDM5B inhibitor
O=C(NCc1ccccc1)C1CCN(S(=O)(=O)c2ccc(OC(F)(F)F)cc2)CC1	-2%
COC(=O)CSc1nc(-c2ccc(F)cc2)cc(C(F)(F)F)n1	-42%
C=CCN(CC(F)(F)F)C(=O)c1ccc(NC(=O)NC2CC2)cc1	-10%
COC(=O)c1ccccc1NC(=O)c1cc2nc(-c3ccc(OC)cc3)cc(C(F)(F)F)n2n1	?
CCOC(=O)C(NC(=O)c1ccc(OC)cc1)(Nc1ccccc1F)C(F)(F)F (stereo unspecified)	2%
O=C(Cn1cc(SCc2ccc(C(F)(F)F)cc2)c2ccccc21)N1CCOCC1	?

Next entries follow:
SMILES	KDM5B inhibitor
Cc1cccc(CNS(=O)(=O)c2ccc3c(c2)OCCO3)c1	11%
O=C(c1ccccc1)N1CCN(S(=O)(=O)N2CCCCCC2)CC1	9%
O=C(CCc1ncc(-c2c(F)cccc2F)o1)N1CCCN(Cc2ccccc2)CC1	-9%
CCc1ccc(-n2nnc(-c3nc(-c4ccc(C)cc4)no3)c2N)cc1	-4%
COc1ccc(OC)c(-c2cc(Cl)c3c(c2)CC(CNC(=O)C(C)(C)C)O3)c1 (stereo unspecified)	19%
CCCc1cc(=O)[nH]c(SCc2nc3ccccc3o2)n1	-12%
Cc1c(Cl)cccc1NC(=O)CSc1nc(=O)n(Cc2ccccn2)c2c1CCC2	-15%
CNC(=S)c1cc(C(C)(C)C)c(O)c(C(C)(C)C)c1	-16%&9%
C=CCNC(=O)Nc1cc(NC(=O)Nc2ccccc2)ccc1C	-10%
COc1ccc2nc(N3CCN(C(=O)C4CC4)CC3)sc2c1	7%
CCc1c(C)c(C#N)c2nc3ccccc3n2c1-n1ccnc1C	16%
COC(=O)CNc1ccc(C(=O)OC)cc1	-17%
O=C(c1ccc(F)c(F)c1)N1CCCC(n2cc(-c3nc(-c4ccccc4)no3)nn2)C1 (stereo unspecified)	5%
CCCOc1ccc(NC(=O)CCC)c2cccnc12	0%
COc1ccc(C(=O)Nc2ccc(-c3cc(C(F)(F)F)nn3-c3ccccc3)cc2)cc1OC	?
O=C(CNS(=O)(=O)c1cccs1)N1CCN(c2cccc(C(F)(F)F)c2)CC1	-6%
O=C1CCN(Cc2c[nH]c3ccccc23)CCCC(C(=O)NCc2ccccc2)CCN1 (stereo unspecified)	?
Cc1ccc(C(=O)Nc2nc3nc(C)cc(=O)n3[nH]2)cc1	-28%

Assay outcomes: PubChem, National Center for Advancing Translational Sciences (NCATS)

Only part of the results is shown, so the mix of outcomes need not match the whole.
